FBW7 activator: human FBW7 E3 ligase activation, primary screen; Q969H0; AlphaScreen FBW7–phospho-cyclin E peptide binding, activator screen; normalized activity (activation), % at 26.1 µM; hit rate 0.13% among 650,000; AID 1259310; in the data active means normalized activity above about 1.9%;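 further: purified mutant Fbw7 with reduced substrate affinity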
Target sequence (Q969H0 whole entry, looked up): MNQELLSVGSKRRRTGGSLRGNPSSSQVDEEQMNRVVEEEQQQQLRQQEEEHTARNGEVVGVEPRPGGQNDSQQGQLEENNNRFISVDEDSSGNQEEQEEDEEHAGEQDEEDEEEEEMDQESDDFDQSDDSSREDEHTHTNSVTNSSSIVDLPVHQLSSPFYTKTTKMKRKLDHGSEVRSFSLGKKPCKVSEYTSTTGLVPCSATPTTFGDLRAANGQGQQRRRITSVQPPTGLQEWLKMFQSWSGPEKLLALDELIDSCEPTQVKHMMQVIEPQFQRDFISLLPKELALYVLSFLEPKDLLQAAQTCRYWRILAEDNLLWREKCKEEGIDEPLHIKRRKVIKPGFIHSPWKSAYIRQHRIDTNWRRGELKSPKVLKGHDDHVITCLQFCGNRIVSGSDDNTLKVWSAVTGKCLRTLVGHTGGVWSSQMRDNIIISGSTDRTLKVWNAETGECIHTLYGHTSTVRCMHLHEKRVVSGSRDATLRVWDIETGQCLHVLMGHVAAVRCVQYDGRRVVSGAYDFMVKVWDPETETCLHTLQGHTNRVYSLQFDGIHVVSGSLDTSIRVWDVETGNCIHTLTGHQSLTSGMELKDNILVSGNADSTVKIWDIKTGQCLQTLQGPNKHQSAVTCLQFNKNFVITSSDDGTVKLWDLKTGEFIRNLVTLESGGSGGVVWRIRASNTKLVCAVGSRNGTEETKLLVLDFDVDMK
MITF primary: blocks human microphthalmia-associated transcription factor; AID 1259374; hit rate 0.91% among 650,000; AlphaScreen MITF homodimerization, bead proximity signal; inhibition, % at 2.6 µM; in the data active means inhibition above about 50%;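 further: 0% = vehicle wells with protein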
GPR151 activ: activators of human GPR151. Q8TDV0. hit rate 1% among 650,000. PathHunter beta-arrestin GPR151 cells, luminescence. AID 1508602. activation, % at 11.2 µM; in the data active means activation above about 4.9%;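 further: 0% = median of compound wells and 100% = cells with positive control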
Target sequence (Q8TDV0 whole entry, looked up): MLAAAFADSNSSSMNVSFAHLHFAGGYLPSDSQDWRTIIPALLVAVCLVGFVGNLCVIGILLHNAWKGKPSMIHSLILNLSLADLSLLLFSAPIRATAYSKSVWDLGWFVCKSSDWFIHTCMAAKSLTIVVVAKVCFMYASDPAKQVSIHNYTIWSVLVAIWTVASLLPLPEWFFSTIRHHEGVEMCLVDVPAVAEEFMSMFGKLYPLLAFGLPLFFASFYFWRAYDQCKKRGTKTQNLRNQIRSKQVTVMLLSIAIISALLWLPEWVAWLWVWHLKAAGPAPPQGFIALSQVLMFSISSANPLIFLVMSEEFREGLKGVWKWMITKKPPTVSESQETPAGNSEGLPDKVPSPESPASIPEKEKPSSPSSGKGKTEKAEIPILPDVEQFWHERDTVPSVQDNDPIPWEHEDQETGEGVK
TEAD-YAP block: TEAD-YAP interaction inhibition. hit rate 1.4% among 640,000. HEK-TIYL cells, TEAD-Gal4/YAP UAS-luciferase luminescence. inhibition, % at 9.12 µM; in the data active means inhibition above about 32%;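 further: 0% = median of test compound wells and 100% = reference inhibitor wells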
Numbers without * were called inactive.

SMILES	FBW7 activator	MITF primary	GPR151 activ	TEAD-YAP block
CCOC(=O)C1=[N+]([O-])OC(C(=O)OCC)C1CC(C)=O (stereo not given)	-0.1	48	-1.3	-4
C/C(CC(=O)Nc1ccc2c(c1)OCCO2)=N\NC(=O)c1ccc(C)cc1	0.0	2	-0.8	-40
COc1ccc(NC(=O)COC(=O)c2ccc(NC(N)=O)cc2)c([N+](=O)[O-])c1	0.1	0	-1.0	6
Cc1ccc(C(=O)N/N=C/c2c(O)ccc3ccccc23)cn1	-0.1	55*	-0.7	80*
CCOC(=O)C1=C(C)NC(=O)NC1c1c(O)ccc2ccccc12 (stereo not given)	0.0	-18	-0.3	8
CSc1nnc2n(CC(=O)N3C(C)CCCC3C)c3ccccc3n12 (stereo not given)	0.0	50	0.4	-12
N#Cc1c(N)c(C#N)c(-c2ccncc2)c2c1CCCC2	-0.1	-10	2.2	4
CCCCCn1c(=O)c2c(nc3n(CCOC)c(C)c(C)n23)n(C)c1=O	0.0	-2	-1.3	-1
Cc1cc(OCCCNCCN)ccc1C(C)C	-0.1	-2	-1.8	-2
COc1ccc(C(=O)C[n+]2ccc3c(c2)nnn3C)cc1	-0.1	3	-0.2	-5
CCOC(=O)CC(NS(=O)(=O)c1ccc(Cl)cc1)c1ccc(OCC)cc1 (stereo not given)	-0.2	1	1.6	-4
CC1CCc2nc(N)c(C#N)c(-c3ccc(F)cc3)c2C1 (stereo not given)	-0.1	-1	-0.3	-18
CC(C)C(SCc1ccccc1)C(=O)NC(N)=O (stereo not given)	-0.1	7	-0.9	-4
CC1CCCCC12NC(=O)N(CC(=O)Nc1ccccc1N1CCOCC1)C2=O (stereo not given)	-0.3	-2	0.6	5
CC(=O)Oc1ccc(/C=c2\sc3nc(=O)c(Cc4ccccc4)nn3c2=O)cc1	0.3	7	1.2	1
CCOc1ccc(OCc2ccc(C(=O)O)o2)cc1	0.0	36	-8.4	-64
COc1ccc(OC)c(NC(=O)NNC(=O)C(C)Oc2ccc(Cl)cc2Cl)c1 (stereo not given)	0.2	-5	-0.8	1
COc1ccc(C(=O)Nc2ccc(N3CCCC3)cc2)cc1	-0.4	2	0.6	-6
CCOc1cccc(N2C(=O)/C(=C/c3ccc(-c4ccc(Br)cc4)o3)C=C2c2ccccc2)c1	0.3	3	1.6	-1
Cc1cc(NCCO)nc(NC2CCN(Cc3ccccc3)CC2)n1	0.2	2	2.2	0
COc1ccc(CNc2ccc(S(=O)(=O)NC(C)C)cc2[N+](=O)[O-])cc1OC	0.0	-4	-1.0	6
O=C(COC(=O)C1=COCCO1)Nc1ccc([N+](=O)[O-])cc1C(F)(F)F	0.0	-9	-0.9	2
O=C1C2CC=C(Cl)CC2C(=O)N1CNc1ccccn1 (stereo not given)	0.0	-9	-0.6	1
COCCCn1c(=O)[nH]c(=O)c2c(N)c(C(=O)c3ccccc3)sc21	0.1	17	-0.9	9
O=C(CN1C(=O)c2ccccc2C1=O)Nc1c[nH]c(=O)[nH]c1=O	0.0	14	0.3	8
Cc1cc(=O)oc2cc(OCC(=O)N/N=C/c3ccc(N(C)C)cc3)ccc12	0.2	13	0.3	14
O=C(Nc1ccc2c(c1)CN(CCCn1cccn1)CC2)C1(c2ccccc2)CC1	-0.1	6	0.2	-1
Cc1cc(C(=O)O)ccc1-c1ccc(/C=C2/NC(=O)NC2=O)o1	-0.2	67*	1.0	12
C=CCn1c(CC)nc2sc3c(c2c1=O)CCCC3	0.0	-9	-0.3	-10
O=C(CCC(=O)Nc1nc(-c2cc3cc(Cl)ccc3oc2=O)cs1)NCCCN1CCOCC1	0.3	5	-2.3	-18
Cc1cc(C)c(N(CC(O)Cn2cc(/C=N/O)c3ccccc32)S(C)(=O)=O)c(C)c1 (stereo not given)	0.0	4	1.1	-3
COc1ccc(CNC(=O)c2ccc(NS(C)(=O)=O)cc2)cc1	-0.1	-2	4.9*	4
Cn1ncc2c(=O)n(CC(=O)Nc3ccccc3)cnc21	-0.1	-2	0.1	2
CCOC(=O)COc1cccc2c(=O)n(CC(=O)Nc3cccc(OC)c3)ccc12	0.3	18	1.6	5
O=C(CCc1ccccc1)Nc1ccc(N2CCCCS2(=O)=O)cc1	0.0	11	-0.5	-31
C=CCn1c(C)cn2c3c(=O)n(CC(=O)OCC)c(=O)n(C)c3nc12	-0.1	11	2.7	2
COc1ccc([N+](=O)[O-])cc1C1=N/C(=C/c2ccco2)C(=O)O1	0.0	-5	2.8	-5
CCC(C)N1C(=O)C2C(C(=O)Nc3ccc(Oc4ccccc4)cc3)C3C=CC2(O3)C1C(=O)NC1CCCCC1 (stereo not given)	0.0	5	1.1	4
COc1ccccc1C(=O)NC(=S)Nc1cccc2ncccc12	0.6	-8	-1.7	5
Cc1[nH]c2c(NC(=O)Nc3ccc(F)cc3F)cccc2c1C	-0.2	2	-0.4	2

Record cards, from the list above. Order of values: FBW7 activator | MITF primary | GPR151 activ | TEAD-YAP block
Results for COc1ccccc1C(=O)NC(=S)Nc1cccc2ncccc12 → 0.6 | -8 | -1.7 | 5
Results for CCC(C)N1C(=O)C2C(C(=O)Nc3ccc(Oc4ccccc4)cc3)C3C=CC2(O3)C1C(=O)NC1CCCCC1 (stereo not given) → 0.0 | 5 | 1.1 | 4
Results for Cc1[nH]c2c(NC(=O)Nc3ccc(F)cc3F)cccc2c1C → -0.2 | 2 | -0.4 | 2

New compounds follow:
SMILES	FBW7 activator	MITF primary	GPR151 activ	TEAD-YAP block
COc1ccc(NC(=O)c2cc(CC(C)C)on2)c(OC)c1	0.3	-2	0.5	-9
COc1ccccc1CN1C(=O)C(C)Sc2ccccc21 (stereo not given)	0.0	0	1.2	1
CCC(C)(O)c1ccc2nc(-c3ccccc3)c(-c3ccccc3)nc2c1 (stereo not given)	0.0	13	2.7	-15
O=C(NNC1=NCCCCC1)c1ccc([N+](=O)[O-])cc1	-0.1	-2	4.8	-7
CC(C)(C)C(=O)COC(=O)c1ccc(NS(=O)(=O)c2ccc3c(c2)OCCO3)cc1	-0.2	-3	0.1	7
O=C(CSc1nc2ccccc2n1S(=O)(=O)c1ccc(Cl)cc1)Nc1ccc(Br)cc1F	0.1	11	1.0	5
O=C(Nc1ccc(-c2cn3cccnc3n2)cc1)c1ccc(F)c(F)c1	0.9	21	-2.1	-1
O=C(Cc1ccc(N2CCC(NCc3ccc4ncccc4c3)CC2)cc1)N1CCCC1	0.0	26	0.3	-6
N#C/C(=C\c1cccnc1)C(=O)Nc1ccc(SC(F)F)cc1	0.5	15	-0.8	5
CCn1c(SCC(=O)Nc2ccc(S(N)(=O)=O)cc2)nnc1-c1cccs1	0.5	-1	-0.3	5
CN1CCN(S(=O)(=O)c2ccc3c(c2)OCCO3)CC1	0.7	7	-0.4	4
COc1cccc(NC(=O)COC(=O)c2nn(C)c(=O)c3ccccc23)c1	0.0	-2	-1.2	-6
CCOC(=O)C(C)Sc1nnc(-c2c[nH]c3ccccc23)n1CCOC (stereo not given)	0.2	10	-2.3	2
COC(=O)c1nnn(CC(=O)Nc2ccccc2C)c1C(=O)OC	0.0	8	-0.2	15
CCOC(=O)C(=O)Nc1ccc(S(N)(=O)=O)cc1	0.0	1	0.6	-10
Cc1c(Cl)cccc1NC(=O)N[C@H]1C[C@H]2C(=O)N[C@@H](COCc3ccccc3)C(=O)N2C1	0.1	-17	0.6	-3
CCC1(CC)NC(=O)N(CC(=O)Nc2cccc3ccccc23)C1=O	0.6	5	-1.1	0
COc1c(/C=N/NC(=O)c2ccccc2O)sc2ccccc12	-0.2	-12	1.0	-11
COc1ccc(S(=O)(=O)CCC(=O)Nc2c(C)cccc2C)cc1	-0.1	-11	-1.3	-3
Cc1ccc(NC(=O)CSc2nc3ccccc3c(=O)n2CCC(=O)NCCc2ccccc2)cc1Cl	0.0	4	0.3	14
Nc1c(C(=O)NCCc2ccccc2)sc(=S)n1-c1cccc(C(F)(F)F)c1	0.0	-6	-0.1	3
CCCCCCc1ccc(OC(=O)c2ccncc2)cc1	-0.1	-6	-0.9	0
CC1CCC(C(C)C)C(OC(=O)CSc2nncn2C)C1 (stereo not given)	0.5	9	-1.7	-5
Cc1nnc(NC(=O)CSc2nnc(NC(=O)Cc3ccc(F)cc3)s2)s1	-0.1	0	-2.0	0
C[C@H](CO)NC(=O)c1cc(Nc2ccc3[nH]ncc3c2)ccn1	0.8	17	-0.6	-4
O=C(COc1ccccc1)N/N=C\c1ccc(O)cc1O	-0.1	14	0.4	11
COc1ccc(OC)c(-c2ncnn2-c2sc3c(c2C#N)CCCCC3)c1	0.1	-2	2.2	4
Cc1ccc(NC(=O)C(NS(=O)(=O)c2ccc3c(c2)oc(=O)n3C)C(C)C)c(C)c1 (stereo not given)	0.1	1	1.3	17
O=C(Nc1ccc(F)cc1)Nc1cccc(NC(=O)Nc2ccc(F)cc2)c1	0.0	1	-0.3	-4
CCN(CC(=O)Nc1c(C)n(C)n(-c2ccccc2)c1=O)c1cccc2ccccc12	0.1	10	1.0	9

Sorted by count of non-hydrogen atoms (descending): 6 of the compounds above.
SMILES	FBW7 activator	MITF primary	GPR151 activ	TEAD-YAP block
CCN(CC(=O)Nc1c(C)n(C)n(-c2ccccc2)c1=O)c1cccc2ccccc12	0.1	10	1.0	9
Cc1ccc(NC(=O)C(NS(=O)(=O)c2ccc3c(c2)oc(=O)n3C)C(C)C)c(C)c1 (stereo not given)	0.1	1	1.3	17
O=C(Nc1ccc(F)cc1)Nc1cccc(NC(=O)Nc2ccc(F)cc2)c1	0.0	1	-0.3	-4
Cc1nnc(NC(=O)CSc2nnc(NC(=O)Cc3ccc(F)cc3)s2)s1	-0.1	0	-2.0	0
C[C@H](CO)NC(=O)c1cc(Nc2ccc3[nH]ncc3c2)ccn1	0.8	17	-0.6	-4
CC1CCC(C(C)C)C(OC(=O)CSc2nncn2C)C1 (stereo not given)	0.5	9	-1.7	-5

Next records follow:
SMILES	FBW7 activator	MITF primary	GPR151 activ	TEAD-YAP block
COc1ccccc1COc1ccc2c(C)cc(=O)oc2c1	0.1	5	-0.3	-39
O=Cc1cccc(-c2ccc(NCCc3ccccc3)nc2)c1	-0.3	-3	0.6	-15
COCCNc1nc(C)c(C(C)=O)s1	0.1	-20	-0.5	-4
Cc1ccc(CNC(=O)CCNS(=O)(=O)c2ccc3c(c2)oc(=O)n3C)cc1	0.2	8	0.3	13
Cc1n[nH]c(=O)nc1N/N=C/c1ccc(C(C)C)cc1	-0.2	-15	-3.8	12
CCOc1ccc(-c2nc(CSCC(=O)N3CCCC3)c(C)o2)cc1	-0.2	4	0.5	-3
CSC1=NCCN1C(=O)c1cccc(Cl)c1	0.1	13	-0.1	3
CCOc1ccccc1NC(=O)N(C)c1ccc(Oc2ccc(C)nn2)cc1	-0.1	1	1.7	-13
O=C(Nc1ccc(Cl)c(C(F)(F)F)c1)c1ccc(Cl)c([N+](=O)[O-])c1	0.0	4	3.2	12
COc1cc(NC(=O)C2CCCO2)cc(OC)c1OC (stereo not given)	0.9	18	-1.3	1
Cc1cc(C(F)(F)F)c(C#N)c(SCC(=O)Nc2ccc(F)cc2)n1	0.0	4	-0.1	-12
CCOC(=O)CN1CCN(c2ccc(-c3ccccc3C=O)cn2)CC1	0.4	8	0.0	28
CCC(=O)N(Cc1cc2cc3c(cc2n2nnnc12)OCO3)CC1CCCO1 (stereo not given)	-0.1	-8	1.0	19
Cc1cc([N+](=O)[O-])c(NC(C)C(=O)O)c([N+](=O)[O-])c1 (stereo not given)	-0.1	-3	-0.4	1
O=C1OCC(CO)(CO)N=C1NNc1cc(C(F)(F)F)ccc1Cl	-0.1	0	0.5	-5
O=C(Nc1ccc(C(F)(F)F)cc1)C1COc2ccccc2O1 (stereo not given)	0.0	0	-1.1	-48
Cc1cc(Nc2cccc(C(F)(F)F)c2)nc2ccc(NC(=O)c3cnccn3)cc12	-0.1	9	-0.1	1
O=C(O)c1cccc(-c2cnc(N3CCN(C(=O)c4ccco4)CC3)c3nccn23)c1	1.6	6	3.6	1
CCOc1ccc(C(=O)N2CCN=C2SCc2cccnc2)cc1OCC	-0.1	-6	-0.3	-21
C=CCSc1nnc(NC(=O)c2oc3ccccc3c2C)s1	0.1	3	0.3	-1
COc1ccc(-c2cc(NCCCN3CCCC3=O)nc(N)n2)cn1	-0.1	6	-0.2	-16
COc1ccccc1NC(=S)N(CCCN1CCC(C)CC1)Cc1ccco1	0.2	-14	-0.6	4
CCCOc1ccc(-c2nn(-c3ccccc3)cc2/C=c2\sc3nc(=O)c(-c4ccccc4)nn3c2=O)cc1	0.5	18	-0.7	-1
COc1cccc(NC(=O)Nc2cccn(Cc3ccc(Cl)cc3)c2=O)c1	-0.1	-16	4.6	19
CC(C)NC(=O)CC1Sc2ccccc2NC1=O (stereo not given)	0.0	2	-2.0	3
O=C(NCc1cccs1)c1cc2cc(Br)ccc2oc1=O	0.4	20	0.2	5
Fc1ccc(Nc2ncnc3ccc(I)cc23)cc1	-0.1	2	0.0	25
CCc1ccc(OCC(=O)Nc2c(C)n(C)n(-c3ccccc3)c2=O)cc1	0.0	13	-0.6	8
COc1ccccc1N1CCN(C2CCCN(C(=O)c3cnccn3)C2)CC1 (stereo not given)	0.1	-9	0.2	-4
O=C(NCc1ccco1)C1CC(=O)N(c2ccc(Br)cc2)C1 (stereo not given)	0.1	11	-0.5	5
CC(=O)Oc1ccc2c(c1)O/C(=C\c1sccc1C)C2=O	-0.2	4	-5.0	88*
CSc1nnc(Cc2cc(=O)[nH]c(=O)[nH]2)n1-c1cccc(C)c1	0.1	9	-0.7	1
O=C(COc1ccccc1)Nc1cccc(Br)c1	0.1	2	-0.6	-20
O=C(Cc1noc2ccccc12)Nc1cc(F)ccc1F	0.1	2	-1.7	-30
O=C(CSc1nnc(-c2ccncc2)o1)Nc1cccc(Cl)c1Cl	0.3	14	0.0	-14

Screening results deposited in PubChem by The Scripps Research Institute Molecular Screening Center.
